Pemphigus Ab inh = blocks pemphigus antibody binding to human desmoglein-3 | P32926 | DSG3-coupled beads, scFv-anti-DSG3-GFP binding, flow cytometry; active compounds read low | binding (percent of control), % at 10 µM | 310,000 compounds, 0.48% hits | AID 588358;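 active = binding more than 3 SD below its plate's average and above zero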;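 also: hits lower antibody fragment binding to DSG3; some compounds called inactive have numbers as strong as hits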
MOR-DOR inv ag = inverse agonist of human OPRM1-OPRD1 heterodimerization; P35372+P41143; cell-based MOR-DOR heterodimer luminescence, inverse agonism; inhibition, % at 9.3 µM; 340,000 compounds, 0.21% hits; AID 504357; in the data active = inhibition above about 22%, passing the limit was not always enough;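 also: 0% = cells with DMSO and 100% = wells without cells with DMSO; values of inactives mirror those of a sister screen read the other way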
Target sequence (P35372 whole entry, looked up): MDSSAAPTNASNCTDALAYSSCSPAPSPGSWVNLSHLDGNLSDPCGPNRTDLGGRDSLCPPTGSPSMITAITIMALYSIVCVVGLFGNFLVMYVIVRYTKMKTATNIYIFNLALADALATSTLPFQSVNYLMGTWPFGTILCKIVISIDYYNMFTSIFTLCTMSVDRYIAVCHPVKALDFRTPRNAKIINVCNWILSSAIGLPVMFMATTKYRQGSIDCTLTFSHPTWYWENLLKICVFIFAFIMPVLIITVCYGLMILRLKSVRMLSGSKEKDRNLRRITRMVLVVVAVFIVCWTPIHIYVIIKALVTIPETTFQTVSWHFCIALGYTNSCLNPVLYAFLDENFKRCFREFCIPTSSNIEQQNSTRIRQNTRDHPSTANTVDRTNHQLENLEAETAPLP
Target sequence (P41143 whole entry, looked up): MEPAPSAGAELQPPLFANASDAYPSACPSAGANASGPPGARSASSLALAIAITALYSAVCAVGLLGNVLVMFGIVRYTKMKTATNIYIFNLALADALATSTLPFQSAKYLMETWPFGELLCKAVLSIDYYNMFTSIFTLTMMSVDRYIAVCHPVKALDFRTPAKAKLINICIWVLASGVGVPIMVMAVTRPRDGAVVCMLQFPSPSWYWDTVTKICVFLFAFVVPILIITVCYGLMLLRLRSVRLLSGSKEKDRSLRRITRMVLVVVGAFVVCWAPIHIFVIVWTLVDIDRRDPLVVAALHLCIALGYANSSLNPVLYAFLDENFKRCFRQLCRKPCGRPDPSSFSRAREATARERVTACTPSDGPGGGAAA
SUMO Mot1 rescue = inhibitors of SUMOylation pathway: yeast Mot1-301 growth rescue; 320,000 compounds, 1% hits; growth rescue, % at 18.8 µM; AID 2716; S. cerevisiae Mot1-301 growth rescue, ATP luminescence, 38.5C; percent above DMSO median, 100 means doubled;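 active = every valid replicate shows activation above 250% relative to neutral control wells; inactive = the rest, any valid replicate at or below 250%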;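 also: OY570 slx delta 5 strain wells were the positive control but not used for scaling; some compounds called inactive have numbers as strong as hits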
PKA-R1A activ = activators of PKA-R1A complex. PKA-R1A dissociation, Cy5-IP20 fluorescence polarization; scaled: DMSO 0%, 113 µM cGMP 100%. 340,000 compounds, 0.083% hits. activation, % at 11.4 µM. P00514+P68181;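 active = percent activation above the mean of all tested compounds plus 3 SD, cut at about 19% in these data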;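 also: higher means more PKAc released from R1A so a rise in polarization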
E coli growth = reduces bacterial viability in AddAB counter-screen | E. coli V3065 growth, OD600 absorbance, 18 h | inhibition, % at 11.9 µM | AID 449728 | 330,000 compounds, 0.27% hits;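 active = inhibition above the campaign's mean inhibition across all tested compounds plus 3 SD, cut at about 9.9% in these data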;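 also: uninfected addAB+ strain grown without phage in ampicillin broth; 0% = DMSO wells and 100% = ciprofloxacin 0.95 µg/ml wells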
phage Ecoli inh = E. coli growth loss with phage present; growth absorbance; inhibition, % at 11.9 µM; 360,000 compounds, 0.26% hits; AID 651602; in the data active = inhibition above about 11%
MOR-DOR ag = OPRM1-OPRD1 heterodimerization agonism; P35372+P41143; cells, luminescence; activation, % at 9.3 µM; 340,000 compounds, 0.3% hits; in the data active = activation above about 18%;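 also: 0% = vehicle-treated cells and 100% = reference agonist; values of inactives mirror those of a sister screen read the other way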
Tat transport = inhibitors of E. coli Tat protein transport; AID 488895; 340,000 compounds, 0.036% hits; E. coli MC4100 TorA-mCherry Tat export, fluorescence; inhibition, % at 10 µM;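 active = mean replicate inhibition at least 50% and at least half of replicates individually reaching 50%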;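 also: exported cargo escapes ClpAP degradation while cytoplasmic cargo is degraded and loses fluorescence; 0% = median of neutral control wells and 100% = median of NaSCN control wells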
Arrestin-AP2 inh = human beta-arrestin and AP2 interaction inhibition; FITC-arrestin peptide / GST-AP2 beads, flow cytometry; AP2 beta2 appendage carries R879A mutation; inhibition, % at 10 µM; 340,000 compounds, 0.31% hits; AID 504490;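 active = inhibition above a set limit, near 3 SD of compounds lacking own fluorescence, cut at about 54% in these data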;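 also: plate controls were DMSO wells for no effect and 5 µM unlabelled arrestin peptide for full effect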
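Assay system: GST-AP2 R879A bound to glutathione beads, E. coli-expressed; Medium: PBS with 0.05% Tween 20 and 0.1% BSA; Also added: fluorescein-tagged arrestin peptide at 50 nM final; Timing: 12 min plus 1 h, RT; Measured by: flow cytometry, FL1 (488/535 nm); Evaluation: percent drop in bead-associated FITC signal.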
AddAB inh = less growth of phage-infected E. coli with AddAB; E. coli expressing H. pylori AddAB, absorbance growth; inhibition, % at 11.9 µM; 330,000 compounds, 0.29% hits; in the data active = inhibition above about 12%;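 also: 0% = vehicle wells of infected cells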
PfHsp90 set2 = reduces growth (ATP signal) of yeast expressing P. falciparum Hsp90; S. cerevisiae expressing PfHsp90, BacTiter-Glo ATP, 48 h; yeast lacking PDR1 and PDR3 efflux regulators; AID 504621; 310,000 compounds, 0.32% hits; inhibition, % at 9.4 µM;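 active = every replicate shows inhibition above about 80%, whatever the replicate mean, limit read from the data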;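 also: 0% = DMSO neutral controls and 100% = 20 µM radicicol positive controls; yeast relying on Plasmodium falciparum Hsp90 in place of its own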
The depositor's hits bear a star; · = not tested or not shown; & = joins results of further samples. Hits appear at their usual frequency; 2.8% or so of the library scored in one or more.

Order of values: MOR-DOR inv ag	Tat transport	Arrestin-AP2 inh	PfHsp90 set2	Pemphigus Ab inh	phage Ecoli inh	AddAB inh	PKA-R1A activ	E coli growth	SUMO Mot1 rescue	MOR-DOR ag
O=C(c1cc2c(s1)CCCC2)n1cccn1
  -42	5	4	-12	98	·	0.2	-4	0.2	4	7.8
CCNC(=O)CC1C(=O)N(c2ccc(OC)cc2)C(=O)N1CCOC (centres undefined)
  3	-1	0	13	97	2.4	-0.2	-1	0.6	63	-0.7
Cc1cc(NC(=O)c2ccc(Cl)cc2)cc(C)c1OCC(=O)N1CCOCC1
  -4	5	16	14	108	3.2	-0.6	5	-0.2	7	0.7
CCOc1cc(C(N)=O)cc(Br)c1OCc1ccccc1
  9	8	7	1	104	3.3	1.9	-3	1.9	38	-1.8
CN(CC(=O)Nc1cccc(F)c1)C(=O)Cc1n[nH]c(=O)c2ccccc12
  10	-2	1	·	101	-1.1	-1.5	-3	-2.5	71	-1.5
O=S(=O)(c1ccc(Br)s1)N1CCN(CCOc2ccccc2)CC1
  6	7	-18	-40	·	2.9	2.0	-3	-0.2	225	-1.6
CCOC(=O)C1=C(CNCc2ccc(C)cc2)NC(=O)NC1c1ccc(OC)cc1 (centres undefined)
  1	-3	-1	-12	108	2.9	1.4	-15	-2.7	-17	-0.2
Cc1oc(/N=C/c2ccc(F)cc2)c(C#N)c1C
  -2	1	14	-5	119	-1.0	·	5	·	71	0.5
CCCCSc1nnc(CCC)n1N
  12	-3	2	·	104	2.5	2.0	-4	-0.5	-2	-2.3
CC(C)[C@H](CO)Nc1nc(NCc2ccc(S(N)(=O)=O)cc2)c2ncn(C(C)C)c2n1
  13	-3	-9	-1	97	0.9	3.6	0	-1.2	125	-2.4
CC(C)N=C(NC#N)SCC(=O)NC(C)(C)C
  9	3	1	-23	104	-0.6	4.5	-5	0.4	259	-2.0
CCOC(=O)C1CCCN(Cc2cn(C)nc2-c2ccc3c(c2)OCCO3)C1 (centres undefined)
  7	-5	40	6	104	6.0	1.8	6	-1.4	6	-1.4
CCOc1ccc(NC(=S)C(C#N)=C2N(C)c3ccccc3N2C)cc1
  0	1	15	-10	96	3.2	2.6	8	1.5	-10	-0.1
O=C1C=C(NCCN2CCOCC2)CC(c2ccccc2)C1 (centres undefined)
  -1	-5	-4	-5	94	-1.4	1.7	3	-0.2	-25	0.1
O=C(COC(=O)CCc1ccc(S(=O)(=O)N2CCOCC2)cc1)NCc1ccc(Cl)cc1
  12	-1	3	10	101	4.5	-0.9	5	-3.1	326	-2.6
CCSc1nnc(NC(=O)Cc2ccc(OC)cc2)s1
  -8	2	-3	-6	80	0.3	-0.3	5	0.7	10	1.4
COc1cccc(C(=O)N2CCN(Cc3ccccc3C(F)(F)F)CC2)c1
  8	6	9	-4	106	-3.1	2.2	2	2.9	23	-1.9
O=c1c(F)cn(C2CCCO2)c(=O)n1Cc1ccc(Cl)cc1 (centres undefined)
  -4	10	0	9	111	2.5	0.8	-10	-2.6	319	0.5
COC(=O)c1c(NC(=O)C2CCCCC2C(=O)O)sc2c1CCCCC2 (centres undefined)
  14	-7	8	10	107	-0.5	-0.9	8	0.0	·	-3.1
O=C(O)c1ccc(Nc2nc(-c3ccc([N+](=O)[O-])cc3)nc3ccccc23)cc1
  3	-2	-15	-32	83	5.8	·	-4	·	8	-0.6

Compounds listed so far that have a COOH group, in the order listed:
Order of values: MOR-DOR inv ag	Tat transport	Arrestin-AP2 inh	PfHsp90 set2	Pemphigus Ab inh	phage Ecoli inh	AddAB inh	PKA-R1A activ	E coli growth	SUMO Mot1 rescue	MOR-DOR ag
COC(=O)c1c(NC(=O)C2CCCCC2C(=O)O)sc2c1CCCCC2 (centres undefined)
  14	-7	8	10	107	-0.5	-0.9	8	0.0	·	-3.1
O=C(O)c1ccc(Nc2nc(-c3ccc([N+](=O)[O-])cc3)nc3ccccc23)cc1
  3	-2	-15	-32	83	5.8	·	-4	·	8	-0.6

More records.
Order of values: MOR-DOR inv ag	Tat transport	Arrestin-AP2 inh	PfHsp90 set2	Pemphigus Ab inh	phage Ecoli inh	AddAB inh	PKA-R1A activ	E coli growth	SUMO Mot1 rescue	MOR-DOR ag
COc1cn(-c2ccccc2)nc1C(=O)Nc1ccc(C)cc1
  8	-5	-6	26	109	3.7	3.8	1	0.0	21	-1.5
Cc1cccc(C)c1NC(=O)CSc1nnc(-c2ccncc2)n1Cc1ccco1
  -9	-4	10	·	96	1.9	4.7	-3	-0.9	-27	1.6
CC1CCCC(NC(=O)CNC(=S)N(Cc2ccccc2)Cc2cccs2)C1C (centres undefined)
  -15	19	-13	-28	116	4.0	0.8	-3	-1.4	-9	3.2
O=C(CO/N=C/c1ccccc1OC(F)F)NCc1ccco1
  5	2	-15	-7	87	1.0	0.1	1	-0.2	-23	-1.0
COC(Cn1c(-c2cccc(S(=O)(=O)N(C)C)c2)n[nH]c1=S)OC
  2	-6	-2	·	119	2.1	-2.3	9	-1.0	63	-0.5
O=C(NN1C(=O)C2CC=C(Cl)CC2C1=O)c1ccncc1 (centres undefined)
  13	-2	9	3	100	-1.5	1.9	-1	-1.7	-2	-2.5
CCOC(=O)c1c(NC(=O)N/N=C/c2ccccc2OCC)sc(C(C)=O)c1C
  16	3	8	3	96	3.6	·	0	·	·	-3.1
Cc1cc(NC(=O)c2cc(CC(C)C)on2)no1
  9	-5	-5	-5	99	1.5	-0.2	8	-0.9	10	-1.6
O=C(NC1CCN(S(=O)(=O)c2ccccc2)CC1)c1ccccc1
  11	-3	1	21	97	0.0	2.1	-6	0.2	14	-2.4
C/C(N)=C(/C#N)C(=O)COC(=O)C1Cc2ccccc2CN1S(C)(=O)=O (centres undefined)
  11&5	-12&3	7&10	-3	128	3.9&1.2	0.4	-7&3	-0.1	-3	-2.1&-0.8
O=C(O)CNS(=O)(=O)c1cc(Cl)c(Cl)cc1Cl
  2	-4	-3	16	102	1.9	1.8	-9	-1.6	·	-0.4
COc1ccc(OC)c(-n2c(-c3ccn[nH]3)n[nH]c2=S)c1
  7	5	6	-1	·	1.1	0.2	-4	0.7	9	-1.4
CCCS(=O)(=O)N1CCC(C(=O)N2CCN(Cc3ccccc3)CC2)CC1
  15	-3	4	-8	103	0.9	-1.2	-5	1.2	16	-2.6
COc1ccc(-n2cnnc2SCC(=O)Nc2cccc(S(=O)(=O)N3CCCCC3)c2)cc1
  5	-4	-6	6	101	4.7	1.5	-18	-3.9	22	-0.9
CCOC(=O)/C(=C\Nc1ccccc1C(F)(F)F)Sc1ncc(C(F)(F)F)cc1Cl
  4	5	-10	13	99	3.1	4.4	3	-0.3	10	-0.9
COc1ccc2c(C)cc(SC3CCOC3=O)nc2c1 (centres undefined)
  8	-4	21	-2	86	3.7	-0.6	-9	0.0	2	-1.7
CCCC/C=C1/CCC(CN(C)C)C1=O (centres undefined)
  10	-1	38	10	95	·	·	4	·	·	-2.3
CS(=O)(=O)c1ccc2nc(NC(=O)C3=NN(c4ccccc4)C(=O)CC3)sc2c1
  3	6	7	-27	98	0.8	1.0	-1	0.4	-6	-0.6
COCCn1c(SCc2cc(C(C)=O)ccc2OC)nc2cc(Cl)ccc2c1=O
  9	11	5	-16	128	0.5	-1.0	11	-0.3	3	-1.6
Cc1oc(-c2ccc(Cl)cc2)nc1CS(=O)CC(=O)NCCN1CCCCCC1 (centres undefined)
  11	-1	-11	-3	·	-2.2	-1.3	0	0.1	-7	-2.2
COc1ccc(NC(=O)Nc2cccc3c2O[C@H](CN(C)C(=O)NC(C)C)[C@@H](C)CN([C@H](C)CO)C3=O)cc1
  -13	-5	8	7	101	2.0	-0.9	-4	0.1	-1	2.4
CC(=O)N1CCc2cc(S(=O)(=O)N3CCc4ccccc4C3)ccc21
  5	-4	33	3	107	2.6	4.3	-9	-1.2	-1	-0.9
Cc1cc(O)c(C(=O)/C=C/c2ccccc2)c(=O)o1
  8	9	-2	29	122	2.9	·	0	·	-28	-1.9
CCN1CCN(CCCNC(=O)c2ccc3c(c2)NC(=O)c2ccccc2S3)CC1
  15	-2	3	·	111	1.4	1.8	-3	0.9	-9	-3.0
COc1ccc(OC)c(NC(=O)c2ccccc2NC(=O)c2ccco2)c1
  11	5	-5	1	101	1.8	3.3	-6	-0.9	0	-2.2
CSCCC(C(=O)Nc1ccc2c(c1)OCO2)N1C(=O)c2ccccc2C1=O (centres undefined)
  -2	7	7	5	96	2.6	3.3	1	-0.7	0	0.3
Cc1cccc(C)c1NC(=O)CCS(=O)(=O)c1cccc2nonc12
  3	-3	-7	-22	·	-0.4	0.0	-13	-0.4	2	-0.4
Clc1ccccc1OCc1nn2c(-c3ccncc3)nnc2s1
  9	3	4	5	103	0.6	0.1	-12	-1.4	-11	-1.6
Cc1cccc2c1cnn2C(=O)CCC(=O)NC1CCCCC1
  -5	-6	28	-29	102	0.2	-1.9	3	-4.7	-13	0.9
CC(C)(C)c1ccc(C(=O)Oc2ccc3c(c2)OCC3=O)cc1
  11	-6	-7	-1	99	0.0	-0.5	-13	-0.8	0	-1.8

Screening data as filed in PubChem BioAssay.
